High-throughput results (PubChem BioAssay)
LMPTP block: blocks human LMPTP phosphatase | inhibition, % at 20 µM | recombinant LMPTP-A, OMFP fluorogenic substrate, fluorescence intensity | actives 0.22% (n = 360,000) | P24666;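 active = compounds that cut the enzyme signal by at least half of the control window in the single-dose screen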;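 note: plate controls were DMSO wells with enzyme plus substrate for no effect and substrate without enzyme for full effect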
Target sequence (P24666 whole entry, looked up): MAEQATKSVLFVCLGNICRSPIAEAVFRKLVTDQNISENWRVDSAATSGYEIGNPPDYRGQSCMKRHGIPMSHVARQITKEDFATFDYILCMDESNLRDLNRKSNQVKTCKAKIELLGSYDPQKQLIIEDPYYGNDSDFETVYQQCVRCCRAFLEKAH
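Test system: LMPTP-A phosphatase enzyme; input: 0.625 nM LMPTP-A final; reagent: OMFP substrate, 400 µM final; compound dosing: 20 µM single dose, 3% DMSO; incubation: 50 min dark incubation at room temperature; measured by: endpoint fluorescence intensity from OMFP dephosphorylation; measure: % inhibition relative to no-enzyme and uninhibited control wells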
Scp1 inh: blocks human Scp-1 phosphatase activity; AID 493091; inhibition, % at 20 µM; actives 0.88% (n = 340,000); Recombinant Scp1, phosphopeptide, malachite green phosphate absorbance;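 active = inhibition above about 50% at 20 µM, limit read from the data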;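 note: plate controls were DMSO wells with enzyme for no effect and wells lacking enzyme for full effect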
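System: SCP-1 catalytic domain; Reagent: Phospho 17-mer peptide substrate; Doses: one concentration, 20 µM, with 1.0% DMSO; Incubation: 45 min room-temperature reaction, 5 min colour, 30 min stabiliser; Signal: Phosphate-binding colour reagent, absorbance read at 630 nm.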
STEP inh: STEP (human) phosphatase inhibition | actives 0.25% (n = 360,000) | inhibition, % at 20 µM | P54829 | AID 588621 | recombinant STEP, OMFP fluorogenic substrate, fluorescence;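 active = inhibition at 20 µM, scaled per plate between control wells, above about 37%, limit read from the data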;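 note: 0% = DMSO with enzyme and substrate and 100% = substrate only without enzyme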
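Material: STEP (striatal-enriched tyrosine phosphatase) enzyme, cell-free; Compound dosing: 20 µM single dose in 1% DMSO; Technique: fluorescence read at 480 nm ex / 540 nm em; Times: reaction 20 min, ambient temperature; Medium: 50 mM Bis-Tris pH 6.0 with 2.5 mM DTT and 0.005% Tween 20; Also added: OMFP at 25 µM.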
Rpn11 block: Rpn11 (human) deubiquitinase inhibition; human 26S proteasome, Ub4-pepOG fluorescence polarization; 20S core pre-blocked with epoxomicin; calls only at 20 µM; actives 0.59% (n = 360,000);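 active = inhibition at 20 µM, scaled to each plate's controls, above about 33%, limit read from the data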
Target sequence (O00487 whole entry, looked up): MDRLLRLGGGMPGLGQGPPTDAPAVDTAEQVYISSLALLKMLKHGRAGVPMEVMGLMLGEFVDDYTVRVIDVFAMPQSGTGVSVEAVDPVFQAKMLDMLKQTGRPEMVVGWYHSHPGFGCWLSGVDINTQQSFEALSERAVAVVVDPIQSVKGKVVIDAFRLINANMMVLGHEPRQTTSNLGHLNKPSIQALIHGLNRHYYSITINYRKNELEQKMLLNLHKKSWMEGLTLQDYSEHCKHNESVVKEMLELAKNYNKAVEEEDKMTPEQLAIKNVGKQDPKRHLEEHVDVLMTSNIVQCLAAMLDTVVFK
CSN deneddyl inh: blocks human CSN-mediated cullin deneddylation. Purified CSN, SCF-Nedd8-OG deneddylation, fluorescence polarization. inhibition, % at 12.5 µM. actives 0.38% (n = 360,000). AID 651999;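 active = pattern-corrected inhibition above about 35%, with an unprinted fluorescence ratio check between 0.5 and 1.5, limit read from the data, passing the limit was not always enough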;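 note: 0% = enzyme with substrate and 100% = substrate without enzyme; some results filed as inactive read as strong as hits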
Target sequence (Q92905 whole entry, looked up, one chain of several): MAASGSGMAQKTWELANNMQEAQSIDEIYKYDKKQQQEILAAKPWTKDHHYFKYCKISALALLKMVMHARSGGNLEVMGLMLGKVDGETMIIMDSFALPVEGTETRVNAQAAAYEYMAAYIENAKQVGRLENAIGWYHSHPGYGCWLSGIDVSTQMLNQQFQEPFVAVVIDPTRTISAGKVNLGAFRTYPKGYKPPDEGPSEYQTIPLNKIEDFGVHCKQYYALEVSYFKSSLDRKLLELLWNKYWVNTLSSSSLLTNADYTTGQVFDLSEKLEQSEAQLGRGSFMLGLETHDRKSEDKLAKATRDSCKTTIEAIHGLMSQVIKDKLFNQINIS
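Material: purified human Csn5 enzyme expressed in HEK293T cells / Medium: Tris buffer pH 7.5, NaCl, DTT, Tween-20, trehalose, ovalbumin / Compound dosing: 12.5 µM single point / Schedule: 90 min incubation of compound, enzyme and substrate at room temperature / Signal: fluorescence polarization of the substrate / Control set: no-enzyme wells high, enzyme-with-substrate wells low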
DNMT1 inh: blocks human DNA methyltransferase DNMT1. inhibition (reported as % activation of signal), % at 10 µM. AID 588458. actives 0.83% (n = 360,000). DNMT1 molecular beacon, Hinp1I cleavage, fluorescence; in the data active = inhibition above about 50%
MsrA inh: inhibits bovine methionine sulfoxide reductase A. purified bovine MsrA, absorbance read-out. inhibition, % at 15.5 µM. actives 0.75% (n = 360,000); in the data active = inhibition above about 4.5%;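 note: 0% = vehicle wells with enzyme and 100% = reference inhibitor wells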
NadD block: NadD (S. aureus) enzyme inhibition. AID 602399. purified NadD enzyme, colorimetric absorbance read-out. inhibition, % at 20 µM. actives 0.78% (n = 360,000); in the data active = inhibition above about 26%; note: some compounds past the cut are filed as inactive
Tb MetRS inh: Trypanosoma brucei MetRS inhibition. purified T. brucei MetRS, ATP depletion, Kinase-Glo luminescence. inhibition, % at 11.9 µM. actives 0.4% (n = 360,000);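 active = inhibition above a per-plate cutoff of the control wells' mean inhibition plus 3 SD, cut at about 5.5% in these data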;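 note: 0% = DMSO wells median and 100% = median of wells with control inhibitor compound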
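Material: parasite MetRS enzyme / Replication: singlicate, one well per compound / Signal: luminescence of leftover ATP / Schedule: 2 h aminoacylation at 25 °C after 15 min preincubation / Medium: HEPES-MgCl2-KCl buffer plus DTT, spermine, BSA, pyrophosphatase / Doses: 11.9 µM single point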
SUMO1-SIM PPI: modulators of human SUMO1-mediated protein-protein interactions; P63165; SUMO1 binding to a labelled peptide, TR-FRET, 1 h; inhibition, % at 20 µM; actives 0.33% (n = 360,000); AID 602429; in the data active = inhibition above about 37%
Target sequence (P63165 whole entry, looked up): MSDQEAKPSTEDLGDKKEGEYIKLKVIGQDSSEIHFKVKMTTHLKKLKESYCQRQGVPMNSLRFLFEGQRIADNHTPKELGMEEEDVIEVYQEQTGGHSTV
Starred values were filed as active, the others as inactive; i = inactive; . = no result given.

Values run as follows: Scp1 inh	CSN deneddyl inh	NadD block	LMPTP block	Tb MetRS inh	SUMO1-SIM PPI	STEP inh	DNMT1 inh	MsrA inh	Rpn11 block
Cc1ccc(S(=O)(=O)CCC(=O)OCC(=O)Nc2sccc2C#N)cc1
→ .	1	8	7.0	-0.3	13	-2	4	-0.6	i
CCOC(=O)[C@@H]1[C@H]2COc3cc(OC)ccc3[C@H]2N2C(=O)N(c3ccc(C(F)(F)F)cc3)C(=O)[C@]12C
→ -8	-5	-5	1.6	-0.3	-2	2	-13	0.8	i
CCN1C(=O)[C@H]2[C@@H](c3ccc(-c4cccc(Cl)c4)c(OC)c3)N[C@@](C)(C(=O)OC)[C@H]2C1=O
→ 11	-2	-3	0.3	-0.4	6	-1	-1	1.2	i
c1cc2c3c(cccc3c1)NC1(CCCCC1)N2
→ 15	3	36*	13	-0.4	-6	1	-3	0.6	i
COC(=O)CN1C(c2cccc(Cl)c2)=Nc2ccc(Cl)cc2C1c1ccccc1 (stereo not drawn)
→ -1	-2	1	4.4	-0.1	-4	0	3	2.6	i
CCn1c(NC(=S)Nc2ccccc2)nc2ccccc21
→ 0	-2	3	-0.1	-0.6	14	2	2	2.3	i
OC[C@@H]1CN(Cc2cccc(C(F)(F)F)c2)C[C@H](n2cnc3c(NCc4ccc(F)cc4)ncnc32)O1
→ .	2	-3	0.2	-0.1	2	-2	-14	-0.9	i
CC(c1ccc(C(C)(C)C)cc1)S(=O)CC(O)CO (stereo not drawn)
→ -8	3	6	-1.9	0.7	4	1	2	-0.6	i
CC1(Cc2ccc(C(F)(F)F)o2)C(=O)Nc2ccc(-c3cccc(C(F)(F)F)c3)cc21 (stereo not drawn)
→ .	1	-4	5.2	0.6	7	0	-17	0.7	i
Cc1cc(F)ccc1S(=O)(=O)N1CCCOC1CNC(=O)C(=O)NCCc1ccco1 (stereo not drawn)
→ .	5	-1	-0.5	-0.3	-2	-3	-4	0.3	i
CCOc1ccc(C2/C(=C(/O)c3ccc(F)cc3)C(=O)C(=O)N2CCCN(C)C)cc1 (stereo not drawn)
→ -5	0	0	-2.1	-0.7	6	-3	3	1.6	i
CCCOc1ccc(F)cc1-c1cc(C(=O)Nc2ccc(OC)cc2OC)[nH]n1
→ .	2	-1	3.4	-0.2	0	2	-1	2.5	i
CC(Sc1ccc(S(=O)(=O)N2CCOCC2)cc1[N+](=O)[O-])C(=O)O (stereo not drawn)
→ 0	-11	-6	-1.6	0.2	-20	-1	-3	0.0	i
CC(C)(C#CC(O)(c1ccccc1)c1ccccc1)N1CCCC1
→ -3	7	-9	-1.1	-0.2	1	-3	-3	-0.1	i
O=C(Cc1ccccc1)N/N=C/c1ccccn1
→ -7	4	-4	-1.7	-1.3	-9	-1	4	-0.2	i
O=C(NNc1ccc(-c2csnn2)cc1)c1cc(Cl)cc(Cl)c1
→ -3	1	-2	0.5	-0.2	5	-2	-1	-0.5	i
O=C1/C(=C/c2ccncc2)Oc2cc(OS(=O)(=O)c3ccccc3)ccc21
→ 5	4	8	2.7	0.1	-12	1	-9	-0.1	i
CN(C)C1(CNC(=O)C2CCN(S(=O)(=O)c3c(Cl)cccc3Cl)CC2)CCCCC1
→ -1	1	-6	0.0	-0.1	2	2	-1	1.0	i
Clc1ccc(N2CCN(Cc3ccc(Br)o3)CC2)cc1
→ -5	-4	-3	-0.8	0.0	0	-1	10	0.7	i
NC(=O)C1CCN(C(=O)CCNS(=O)(=O)c2cc(Br)cnc2N)CC1
→ -3	-4	-1	0.8	-0.5	-7	-2	2	-1.0	i
Cc1cc(C)n(CCC(=O)N=Nc2c(O)[nH]c3ccccc23)n1
→ -4	1	0	1.0	-1.4	-26	2	-2	1.8	i
CC(=O)c1cccc(NC(=O)c2oc(C)nc2C)c1
→ -3	-5	1	-2.6	-0.5	6	1	-1	-0.8	i
Cc1nn(-c2ccccc2)nc1C(=O)Nc1nnc(C(F)(F)F)s1
→ -15	2	-1	-0.4	0.0	7	2	1	2.5	i
Cc1cc(N2CCOCC2)nc(SCC(=O)c2ccc(Cl)cc2)n1
→ -2	-1	0	-1.4	-0.6	-2	4	-3	0.6	i
CN(NS(=O)(=O)c1ccccc1)c1nc2ccccc2nc1C(F)(F)F
→ -2	6	0	0.8	0.1	-5	-2	-4	1.8	i
CN(C)CCCNC(=O)OC1CC2CC1[C@H]1CCCCN1C2=O (stereo partly drawn)
→ .	3	4	-8.9	0.1	-78	.	.	-1.1	.
O=C1c2ccccc2C(=Nc2ccccc2)C1c1cccc(Br)c1 (stereo not drawn)
→ -7	4	8	2.6	-0.6	-3	2	-3	0.5	i
COc1ccc(NC2CCCN(C(=O)c3csc(C)n3)C2)cc1 (stereo not drawn)
→ 1	-2	-1	-2.9	-0.1	0	-1	0	-0.3	i
CSc1ncccc1C(=O)NCC(=O)Nc1ccc(F)c(F)c1
→ 1	5	-3	-2.9	-0.1	2	-2	2	0.1	i
C=CCNC(=O)COC(=O)c1ccccc1C(=O)N(C)C1CCCCC1
→ 3	2	2	-1.6	-0.5	-1	0	6	-0.4	i

An excerpt from above in order of their number in DNMT1 inh, high to low.
| molecule | Scp1 inh | CSN deneddyl inh | NadD block | LMPTP block | Tb MetRS inh | SUMO1-SIM PPI | STEP inh | DNMT1 inh | MsrA inh | Rpn11 block |
| --- | --- | --- | --- | --- | --- | --- | --- | --- | --- | --- |
| Clc1ccc(N2CCN(Cc3ccc(Br)o3)CC2)cc1 | -5 | -4 | -3 | -0.8 | 0.0 | 0 | -1 | 10 | 0.7 | i |
| C=CCNC(=O)COC(=O)c1ccccc1C(=O)N(C)C1CCCCC1 | 3 | 2 | 2 | -1.6 | -0.5 | -1 | 0 | 6 | -0.4 | i |
| Cc1ccc(S(=O)(=O)CCC(=O)OCC(=O)Nc2sccc2C#N)cc1 | . | 1 | 8 | 7.0 | -0.3 | 13 | -2 | 4 | -0.6 | i |
| CCOc1ccc(C2/C(=C(/O)c3ccc(F)cc3)C(=O)C(=O)N2CCCN(C)C)cc1 (stereo not drawn) | -5 | 0 | 0 | -2.1 | -0.7 | 6 | -3 | 3 | 1.6 | i |
| NC(=O)C1CCN(C(=O)CCNS(=O)(=O)c2cc(Br)cnc2N)CC1 | -3 | -4 | -1 | 0.8 | -0.5 | -7 | -2 | 2 | -1.0 | i |
| CCN1C(=O)[C@H]2[C@@H](c3ccc(-c4cccc(Cl)c4)c(OC)c3)N[C@@](C)(C(=O)OC)[C@H]2C1=O | 11 | -2 | -3 | 0.3 | -0.4 | 6 | -1 | -1 | 1.2 | i |

Entries above marked active in NadD block:
Values run as follows: Scp1 inh	CSN deneddyl inh	NadD block	LMPTP block	Tb MetRS inh	SUMO1-SIM PPI	STEP inh	DNMT1 inh	MsrA inh	Rpn11 block
c1cc2c3c(cccc3c1)NC1(CCCCC1)N2
→ 15	3	36*	13	-0.4	-6	1	-3	0.6	i

Next results
Values run as follows: Scp1 inh	CSN deneddyl inh	NadD block	LMPTP block	Tb MetRS inh	SUMO1-SIM PPI	STEP inh	DNMT1 inh	MsrA inh	Rpn11 block
O=C(Nc1ccccc1Br)C1CCC(=O)N1Cc1ccccc1Cl (stereo not drawn)
→ -7	3	-9	1.8	-0.6	-3	-1	1	-0.1	i
COc1ccc(NC(C)=O)cc1C#N
→ -6	6	-5	0.1	0.2	1	-3	1	0.3	i
NC(=NCCc1ccccc1)NS(=O)(=O)c1ccc(F)cc1
→ -1	-5	-6	0.7	1.2	5	-1	3	-0.5	i
CCOC(=O)c1ccccc1NC(=O)c1cccc2c1C(=O)N(C1CCN(C(=O)OCC)CC1)C2
→ -5	-4	4	-1.3	-0.1	2	3	-1	1.1	i
CCC1CCCCN1CCCNC(=O)CCC(=O)N1CC(C)Oc2ccccc21 (stereo not drawn)
→ -7	6	-3	-3.1	0.2	-1	2	5	-0.1	i
CC(=O)NCCC(=O)Nc1nc(-c2ccccc2Cl)cs1
→ -1	2	-9	0.4	-0.8	4	1	-5	-0.4	i
C[C@H]1CN([C@@H](C)CO)C(=O)c2cccc(NC(=O)c3ccc(-c4nccs4)cc3)c2O[C@@H]1CN(C)C(=O)NC1CCCCC1
→ -5	-2	3	-2.0	-0.2	-8	-2	-6	-0.6	i
Cc1noc(C)c1COc1ccc(C(=O)NCC(c2c(F)cccc2Cl)N(C)C)cc1 (stereo not drawn)
→ -10	5	-1	-6.3	-0.1	-9	-3	-1	-0.4	i
O=C(CSc1nnc(CNC(=O)c2ccccc2)o1)Nc1nccs1
→ 0	-5	0	-1.8	-0.3	0	1	2	-0.5	i
O=S(=O)(Nn1cnnc1)c1ccc(F)cc1
→ 11	-12	2	4.7	-1.6	-1	-2	11	0.4	i
COc1ccc(/C=C/C(=O)Nc2cc(F)ccc2C)cc1S(=O)(=O)N1CCOCC1
→ -14	-11	-4	-0.3	-0.7	1	-2	-6	1.6	i
O=C(c1ccc2c(c1)N(Cc1ccccc1)C(=O)c1ccccc1S2)N1CCCC1
→ -11	3	-8	-0.3	-0.3	-2	4	-6	1.7	i
O=C1CC(N2CCN(c3nc4ccccc4s3)CC2)C(=O)N1Cc1cccs1 (stereo not drawn)
→ -3	0	-1	-0.2	-1.4	1	-2	-4	-0.2	i
CCc1ccc2c(c1)C1(NN=C(c3ccc(C)cc3)S1)C(=O)N2 (stereo not drawn)
→ -9	-3	23	3.1	0.0	10	0	-25	1.5	i
CCOC(=O)Cn1c(=N)n(Cc2ccccc2F)c2ccccc21
→ -3	-5	0	-0.2	0.0	-3	-1	8	0.8	i
Cc1cccc(-n2c(O)c(C=NC3CCS(=O)(=O)C3)c3ccccc3c2=O)c1C (stereo not drawn)
→ -7	2	0	0.2	-0.7	-8	0	-7	2.0	i
CC1=CC(C)(C)Nc2ccc(OC(=O)c3cccnc3)cc21
→ -2	0	5	1.0	-1.0	0	4	-6	0.9	i
CC(=NNC(=S)Nc1ccc(C)cc1)c1ccccn1
→ -8	4	0	0.4	-0.4	-11	-1	-11	-0.3	i
O=C(O)c1ccc(Cn2nnc3sc4c(c3c2=O)CCCC4)cc1
→ 4	-7	-1	-0.4	-0.6	-9	0	6	3.2	i
O=C(Cn1cnc2ccccc21)N/N=C/C(Br)=C/c1ccccc1
→ -5	12	0	5.9	1.6	6	0	28	1.2	i
Cc1ccc(C(=O)c2ccccc2C(=O)OCC(=O)NCC2CCCO2)cc1 (stereo not drawn)
→ -9	-4	-3	1.2	-0.4	-2	2	5	0.7	i

An excerpt from above, reduced to LMPTP block:
mol	LMPTP block
NC(=NCCc1ccccc1)NS(=O)(=O)c1ccc(F)cc1	0.7
O=C(Nc1ccccc1Br)C1CCC(=O)N1Cc1ccccc1Cl (stereo not drawn)	1.8
